PglD DTNB = C. jejuni PglD acetyltransferase inhibitors, primary screen, biochemical, DTNB colorimetric, single point; UDP-N-acetylbacillosamine N-acetyltransferase PglD (Campylobacter jejuni); purified PglD enzyme, DTNB colorimetric CoA detection; inhibition, % at 12.5 µM; 0.098% of 360,000 active; AID 602405, 2012; in the data active means inhibition above about 16%, passing the limit was not always enough; further: strong numbers were not always called active
RAD54 inh = inhibitors of human RAD54 branch migration, primary screen, biochemical, fluorescence, single point; RAD54 Holliday junction branch migration, FAM/BHQ fluorescence; inhibition, % at 10.4 µM; 0.14% of 360,000 active;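 active means mean normalized replicate activity at least 40 and at least half of replicates scoring 40 or more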;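 further: 0% = median of neutral control wells and 100% = median of positive control wells; inhibitors cause a drop in the FAM fluorescence signal; in these data hits start at about 50%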
Target sequence (Q92698 whole entry, looked up): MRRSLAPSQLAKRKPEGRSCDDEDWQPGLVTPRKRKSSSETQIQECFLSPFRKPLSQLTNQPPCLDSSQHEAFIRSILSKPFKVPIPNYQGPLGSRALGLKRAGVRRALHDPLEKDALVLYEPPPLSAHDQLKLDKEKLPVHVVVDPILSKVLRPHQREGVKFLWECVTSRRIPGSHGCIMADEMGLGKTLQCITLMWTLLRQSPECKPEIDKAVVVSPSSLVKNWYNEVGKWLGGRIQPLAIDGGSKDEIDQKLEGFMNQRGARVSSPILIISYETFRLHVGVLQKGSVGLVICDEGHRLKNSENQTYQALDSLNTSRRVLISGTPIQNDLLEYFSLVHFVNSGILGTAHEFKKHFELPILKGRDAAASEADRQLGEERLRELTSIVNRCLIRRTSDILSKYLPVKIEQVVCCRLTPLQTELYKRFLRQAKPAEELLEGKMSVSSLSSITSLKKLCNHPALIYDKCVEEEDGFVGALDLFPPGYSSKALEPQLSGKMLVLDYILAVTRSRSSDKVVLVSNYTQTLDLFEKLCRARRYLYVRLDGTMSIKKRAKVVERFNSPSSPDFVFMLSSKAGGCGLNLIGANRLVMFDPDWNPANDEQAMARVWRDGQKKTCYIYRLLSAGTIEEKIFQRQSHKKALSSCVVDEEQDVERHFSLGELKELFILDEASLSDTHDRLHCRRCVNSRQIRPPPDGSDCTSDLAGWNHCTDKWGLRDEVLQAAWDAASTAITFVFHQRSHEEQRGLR
ERp5 inh = inhibitors of ERp5-driven insulin aggregation, primary screen, biochemical, turbidity, absorbance 650 nm, single point. Protein disulfide-isomerase A6 (Homo sapiens), Q15084. 90 min. 0.05% of 350,000 active. inhibition, % at 9.99 µM;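 active means mean replicate inhibition above about 25%, with every replicate also reaching it, limit read from the data, passing the limit was not always enough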
E-sel inducer = E-selectin induction in HUVECs, primary screen, imaging, HUVEC, immunofluorescence imaging, single point. P16581. normalized: neutral wells 0, TNF-alpha wells 100. activation, % at 7.58 µM. 0.37% of 260,000 active. AID 686992, 2013;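 active means mean E-selectin-positive cell signal at least 10% of the positive control, reached in at least 60% of replicates, without over 20% cell loss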;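 further: in these data hits start at about 27%; measured in HUVEC primary endothelial cells; signal is the percent of cells scored E-selectin positive by PE staining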
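Test system: HUVEC | Signal: Immunofluorescence imaging | Read-out: Percent E-selectin-positive cells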
Casp6 inh = human caspase-6 inhibitors, primary screen, biochemical, VEID-R110 fluorescence, single point, set 2; AID 686996, 2013; P55212; 0.53% of 350,000 active; inhibition, % at 12.5 µM; purified caspase-6, Z-VEID-R110 cleavage fluorescence;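 active means mean inhibition across replicates at least about 35%, with every replicate also reaching that limit, limit read from the data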;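 further: 0% = median of neutral control wells and 100% = no fluorescence left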
Target sequence (P55212 24-179 limits assumed): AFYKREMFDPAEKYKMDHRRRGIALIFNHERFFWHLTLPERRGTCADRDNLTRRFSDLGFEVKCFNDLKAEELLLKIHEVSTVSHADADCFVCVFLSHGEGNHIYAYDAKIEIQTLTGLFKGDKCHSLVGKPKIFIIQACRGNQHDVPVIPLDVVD
Target sequence (P55212 194-293 limits assumed): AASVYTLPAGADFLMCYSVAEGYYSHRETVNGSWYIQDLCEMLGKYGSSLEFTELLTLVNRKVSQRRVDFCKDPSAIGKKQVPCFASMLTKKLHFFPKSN
RAD52 inh = RAD52 DNA annealing inhibitors, primary screen, biochemical, FRET, single point, set 2 | DNA repair protein RAD52 homolog (Homo sapiens), P43351 | recombinant RAD52 DNA annealing, FRET fluorescence | inhibition, % at 18.7 µM | 0.46% of 360,000 active | AID 651710, 2012;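 active means every replicate showing at least 50% inhibition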
ARNT-TACC3 inh = disruptors of ARNT/TACC3 protein interaction, primary screen, biochemical, AlphaScreen, single concentration; AID 623870, 2012; inhibition, % at 9.99 µM; 0.66% of 390,000 active; AlphaScreen His-ARNT PAS-B/GST-TACC3 binding, luminescence; TACC3 fragment carries E629A point mutation; Transforming acidic coiled-coil-containing protein 3 (Homo sapiens), Q9Y6A5;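 active means mean inhibition of replicates at least 50% and at least half of replicates each reaching 50%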;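 further: 0% = complete ARNT plus TACC3 wells and 100% = ARNT alone without TACC3; many hits fall short of the cut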
esBAF inh = Bmi1 luciferase reporter increase in mESCs, primary screen, esBAF inhibitor project, mouse ES cells, Bmi1 luciferase knock-in, single point; 24 h; 100% = twice the neutral-well signal; 2% of 350,000 active; reporter increase, % at 12.5 µM; AID 602393, 2012; in the data active means activation above about 40%;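 further: 0% = median of the plate's neutral control wells and 100% = double that signal; a rise in the Bmi1 reporter signal indicates esBAF inhibition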
Starred values were filed as active, the others as inactive; . = not tested or not shown. Rows are unselected, and some 3.2% of all compounds hit somewhere here.

SMILES	PglD DTNB	RAD54 inh	ERp5 inh	E-sel inducer	Casp6 inh	RAD52 inh	ARNT-TACC3 inh	esBAF inh
Nc1nc2n(n1)C(c1c(F)cccc1Cl)CC(c1ccc(F)cc1)N2 (stereo not given)	3	-7	-1	-0.3	0	-15	2	3
Cc1cccc(N2C(=S)NC3c4ccccc4OC2(C)C3C(=O)N(C)C)c1 (stereo not given)	.	.	3	.	0	-5	0	.
C[C@H]1CN([C@@H](C)CO)C(=O)Cc2cc(NC(=O)NC3CCCCC3)ccc2O[C@H]1CN(C)CC1CCCCC1	3	5	1	0.4	-2	14	2	-2
COc1ccc(-c2c(-c3cc(OC)cc(OC)c3)n(C)c3ccc(Br)cc23)cc1	-7	0	-1	0.2	-3	-2	-4	4
CCCN1[C@@H]2Cn3c(ccc(C4=CCCCC4)c3=O)[C@H]1[C@@H](C(=O)NCC(F)(F)F)[C@@H]2CO	-2	-15	4	-0.8	-2	-16	-6	3
OC[C@H]1[C@H](c2ccc(C#Cc3ccccc3)cc2)[C@@H]2CN(CC3CCOCC3)CCCCN12	-2	7	-2	0.3	-1	23	7	.
COc1ccc(NC(=O)N(C)C[C@@H]2Oc3ccc(NC(=O)C4CC4)cc3CC(=O)N([C@@H](C)CO)C[C@@H]2C)cc1	0	5	-11	0.0	-1	18	-1	6
CC1=C(C(=O)N(C(C)C)C(C)C)CC(CC(=O)NC2CCCC2)C(=O)N1Cc1ccc(C(C)(C)C)cc1 (stereo not given)	3	4	1	0.7	-3	-7	.	0
CCCCNc1nc2c(c(=O)[nH]c(=O)n2C)n1CCOc1ccccc1	-3	-4	.	.	.	.	0	-6
COc1ccc(S(=O)(=O)Nc2cccc3c2O[C@H](CN(C)Cc2ccc(C(=O)Nc4ccccc4N)cc2)[C@@H](C)CN([C@H](C)CO)C3=O)cc1	1	1	-1	0.1	-1	-13	-3	-11
Cc1nn(C)cc1CN(C)C(=O)c1sc2cccc(Cl)c2c1Cl	-6	-4	.	.	.	.	0	-5
COc1ccc(S(=O)(=O)N2CC[C@H]3[C@@H](CO)N(C)c4ccc(-c5ccc(F)cc5)cc4[C@H]32)cc1	-12	3	1	0.0	-2	7	16	4
CN(C)c1cccc(C(=O)OCC(=O)NC(=O)NCc2ccccc2)c1	-1	-7	0	0.0	-4	-11	2	17
N#Cc1c(N)sc2c1CCN(C(=O)OCc1ccccc1)C2	-4	-4	-1	.	4	-43	-9	5
COc1ccc(-c2csc(C(NC(C)=O)c3ccccc3)n2)cc1 (stereo not given)	-9	5	4	-0.1	-2	-6	.	3
COC(=O)c1cc2c(c3c4cc(F)ccc4n(S(=O)(=O)c4cccc(C)c4)c13)C(=O)N(C)C2	.	.	9	-0.2	2	-25	.	.
NS(=O)(=O)c1ccc(CNC(=O)Cc2c(F)cccc2Cl)cc1	4	-1	0	.	2	0	-1	9
Cc1ccc(S(=O)(=O)N2CCN(C(=O)COC(=O)COc3cccc(C(F)(F)F)c3)CC2)c(C)c1	5	11	10	.	-2	-2	18	3
COc1ccccc1OCC(=O)N(Cc1nnc(-c2ccccc2Cl)o1)C1CC1	.	.	1	-0.3	-1	-20	0	.
O=C(c1ccc2c(c1)OCO2)N1CC(=O)N2[C@H](CO)[C@@H](c3ccc(C#Cc4ccccc4)cc3)[C@@H]2C1	.	.	-13	1.4	0	-5	.	.
CN1CCc2ccc(NC(=O)c3ccc(C(F)(F)F)cc3)cc2C1	-3	-11	1	.	0	-19	-9	15
O=C(NCCc1ccccc1)[C@@H]1[C@@H](CO)[C@@H]2Cn3c(ccc(-c4ccccc4)c3=O)[C@H]1N2	0	-8	-8	0.0	-2	-9	-1	-4
O=C(NNC(=O)c1ccccc1-c1ccccc1C(=O)O)c1ccccc1	.	.	9	.	3	-10	-4	2
CN(C(=O)COc1ccccc1)C1CCS(=O)(=O)C1 (stereo not given)	.	.	1	.	2	-44	-5	.
Cc1cccc(NC(=O)CSCC(=O)Nc2cc(S(=O)(=O)N3CCOCC3)ccc2N2CCCC2)c1	-5	-1	2	-0.6	-2	-21	-6	-6
CC1(C)Oc2ccc(C(=O)NC3CCCCC3)cc2N(CC#N)C1=O	5	15	2	0.7	0	-19	-6	1
C[C@@H]1CCCCO[C@H](CN(C)Cc2ccc(Cl)c(Cl)c2)[C@H](C)CN([C@@H](C)CO)C(=O)c2cc(NC(=O)Nc3ccc(C(F)(F)F)cc3)ccc2O1	-2	-5	10	0.1	-1	-15	23	5
CCCCCCCCN1C(=O)[C@H](CC(=O)NCCc2ccccc2OC)C[C@@]2(C(=O)OC)CCCCC=C12	.	.	-5	0.5	-2	-3	.	.
CCCNC(=O)C[C@@H]1CC[C@H]2[C@H](COc3ccc(NC(=O)Nc4cccc(C)c4)cc3C(=O)N2C)O1	-51	1	-5	0.2	-3	10	-3	-2
CCCNC(=O)N(C)C[C@H]1Oc2cc(C#Cc3ccccn3)ccc2S(=O)(=O)N([C@@H](C)CO)C[C@@H]1C	-16	4	1	0.0	0	-12	1	5
Cc1ccc(C(=O)N/N=C\C=C\c2ccc(Br)cc2)cn1	.	.	-2	.	-3	-11	9	-4
Cc1cc(C(=O)CSc2nnnn2C)c(C)n1Cc1ccco1	.	.	4	.	2	-11	0	.
CC(C)NC(=O)c1cc2c(=O)n3ccccc3nc2s1	10	14	3	.	-1	0	-7	5
Cc1noc(C)c1NC(=O)N(C)C[C@H]1Oc2ccc(NC(=O)C3CCCCC3)cc2CC(=O)N([C@H](C)CO)C[C@@H]1C	-4	1	0	-0.1	-2	8	3	4
C[C@@H]1CCCCO[C@H](CN(C)S(=O)(=O)c2cccs2)[C@@H](C)CN([C@@H](C)CO)C(=O)c2cc(NC(=O)Cc3ccccc3)ccc2O1	0	-3	.	0.0	.	.	8	10
Cc1ccc(S(=O)(=O)NC(=O)COc2ccc([N+](=O)[O-])cc2)cc1	3	-11	-6	0.0	-3	-15	-7	3
COc1ccc(NC(=O)N(C)C[C@@H]2OCCCC[C@H](C)Oc3ccc(NS(C)(=O)=O)cc3C(=O)N([C@H](C)CO)C[C@H]2C)cc1	.	.	4	0.1	3	6	.	.
CCOC(=O)c1ccc(NC(=O)C2CC(=O)Nc3nc4ccccc4n32)cc1 (stereo not given)	.	.	0	0.4	-6	-17	1	.
CC(=O)Nc1ccc2nc(SCC(=O)N3CCOCC3)sc2c1	.	.	-1	-2.1	2	-1	-3	.
C[C@H](CO)N1C[C@H](C)[C@H](CN(C)S(=O)(=O)c2ccc(F)cc2)OCCCC[C@H](C)Oc2ccc(NS(=O)(=O)c3cn(C)cn3)cc2C1=O	-2	-8	5	.	25	-27	-1	-4
CCCSc1nnc(-c2c[nH]c3ccccc23)n1C	-2	-5	0	0.0	0	-13	-7	44*
O=C(N/N=C/c1cccnc1)c1cccs1	.	.	0	-0.9	1	1	-3	10
CCN(CC)Cc1c(C(=O)OC(C)C)nnn1-c1nonc1N	1	-1	.	.	.	.	-7	-7
Cc1ccc(C(=O)CSc2nnc(CNc3ccc(C)cc3C)o2)cc1	1	-10	.	.	.	.	-6	4
Cc1ccc(S(=O)(=O)N2C[C@H]3[C@H]4C(=O)N(c5ccccc5)C(=O)[C@H]4C[C@H](OC(=O)NCc4ccccc4)[C@@]3(O)C2)cc1	3	-1	-7	-0.3	-2	-25	.	-5
O=C(NCC(c1ccco1)N1CCCC1)c1cccc(S(=O)(=O)Nc2ccc(F)cc2)c1 (stereo not given)	-5	0	1	0.1	1	-27	-1	0
COC(=O)c1ccc(COC(=O)C2CCN(S(=O)(=O)c3c(Cl)cccc3Cl)CC2)o1	.	.	-3	0.3	-2	-12	2	.
CCOC(=O)C1=C(NC(=O)c2ccc(Br)o2)Nc2ccccc2N=C1	1	-8	.	.	.	.	-2	-5
COc1ccc(-c2cc(C(F)(F)F)n3nc(C)cc3n2)cc1	-5	9	-4	-1.5	0	-10	1	-1
O=C(c1ccc(F)cc1)N1C[C@@H]2[C@H](c3ccccc31)[C@@H](CO)N2C(=O)c1ccccc1	2	0	2	-0.1	2	6	-6	4
More entries follow.
SMILES	PglD DTNB	RAD54 inh	ERp5 inh	E-sel inducer	Casp6 inh	RAD52 inh	ARNT-TACC3 inh	esBAF inh
COc1ccc(C(=O)N2CCC(n3c(C)nc4cc(F)ccc43)CC2)cc1	.	.	6	.	1	-10	-4	.
CCC(C)/C(C)=N/NC(=O)c1ccccc1OCCOc1ccccc1 (stereo not given)	.	.	-6	-0.3	-3	4	-2	1
Cc1cc(C)cc(OCC(=O)Nc2cccc(-c3nnc(-c4ccco4)o3)c2)c1	-3	-15	.	.	.	.	-10	-5
CCN(CC)S(=O)(=O)c1cccc(C(=O)OCC(=O)C23CC4CC(CC(C4)C2)C3)c1	-3	-4	.	.	.	.	-7	-1
COc1cc(NC(=O)C2CCCN(S(=O)(=O)c3ccc4c(c3)CCCN4C(C)=O)C2)cc(OC)c1 (stereo not given)	.	.	-4	.	-9	-45	.	1
CCCC(c1nnnn1CC1CCCO1)N1CCN(c2cc(Cl)ccc2C)CC1 (stereo not given)	1	-2	.	.	.	.	1	-1
COc1cc(C(=O)NNC(=O)c2ccccc2Br)ccc1OCC(=O)N1CCOCC1	1	-12	6	.	0	-13	0	-1
COc1ccc(C(=O)NC2CC2)cc1OC1CCN(Cc2ccc(F)cc2)CC1	-2	6	10	-1.4	0	-11	-1	-6
Oc1ccc(C[C@H]2CN([C@@H](Cc3ccc(O)cc3)CN3CCC[C@@H]3CN3C(=S)NC[C@@H]3Cc3ccccc3)C(=S)N2CCc2ccccc2)cc1	1	3	6	2.9	-2	-15	.	-8
O=C(C[C@H]1C[C@@H]2c3cc(NC(=O)C4CCC4)ccc3O[C@@H]2[C@@H](CO)O1)NCc1ccccn1	2	-3	-3	-0.1	2	-24	-6	5
CC(=O)c1ccc(NC(=O)Cc2ccsc2)cc1	3	1	2	.	-3	-4	-8	18
COc1ccc(/C=c2\s/c(=C(/C#N)C(=O)NCc3ccco3)n(-c3ccccc3)c2=O)cc1	3	6	1	.	0	-71	-1	7
O=C(NC1CCCCC1)N[C@@H]1CC[C@H](CC(=O)N2CCOCC2)O[C@@H]1CO	1	6	6	-0.1	2	-7	-1	-2
COc1ccc(CN(C)c2ncnc(N)n2)cc1	-1	-6	.	.	.	.	1	4
CCc1cccc(C)c1NC(=O)COC(=O)c1ccc2c(c1)S(=O)(=O)c1ccccc1C2=O	5	-1	-2	-2.5	-2	-15	.	.
CC(C)NC(=O)c1onc(CSc2cccc(F)c2)c1C(=O)O	-2	-5	-2	0.0	1	-12	6	4

From PubChem BioAssay
